# MC4R ag barr – human MC4R agonism via beta-arrestin; P32245; U2OS MC4R beta-arrestin complementation, luminescence; percent of melanotan II response, DMSO zero; activation, % at 8.9 µM; 0.98% of 360,000 active; AID 540308;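 active = activation above a per-plate cutoff, the mean activation of sample wells on that plate plus 3 SD, cut at about 8% in these data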
# Target sequence (P32245 whole entry, looked up): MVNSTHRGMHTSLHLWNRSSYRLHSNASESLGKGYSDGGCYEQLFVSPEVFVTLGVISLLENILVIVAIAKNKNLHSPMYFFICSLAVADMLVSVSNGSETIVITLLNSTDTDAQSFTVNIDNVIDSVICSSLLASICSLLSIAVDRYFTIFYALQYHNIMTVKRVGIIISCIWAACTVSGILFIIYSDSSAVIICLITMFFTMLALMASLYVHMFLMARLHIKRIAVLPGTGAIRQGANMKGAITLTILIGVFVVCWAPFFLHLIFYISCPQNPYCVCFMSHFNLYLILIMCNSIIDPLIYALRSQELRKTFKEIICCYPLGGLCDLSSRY
# aDG glyco up – increases alpha dystroglycan glycosylation | AID 624168 | Pro5-aDG cells, alpha-DG glycosylation AlphaScreen (IIH6); 0% Pro5, 100% B10-LARGE cell signal | 0.22% of 360,000 active | activation, % at 10 µM;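 active = activation of at least 8% versus controls, or a plate z-score of at least 8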;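 also: Pro5 are CHO cells carrying HIG-tagged alpha-DG that lacks glycosylation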
# iPSC survival up – enhancers of human iPSC single-cell survival | AID 602274 | hiPSC single-cell survival, ATPlite luminescence; 100% = ROCK inhibitor wells, 0% = DMSO | survival enhancement, % at 20 µM | 0.044% of 360,000 active; in the data active = survival enhancement above about 18%;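 also: cells exposed to compounds for 16 hours before the ATP read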
# ABCB6 inh 2 – inhibitors of human ABC transporter ABCB6 | AID 602162 | 0.19% of 360,000 active | K562-ABCB6 porphyrin accumulation, flow cytometry, 1 h; active compounds read low | fluorescence ratio to DMSO, % at 10 µM;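 active = fluorescence ratio to DMSO below 75%, the collection mean minus 3 SD; inconclusive = too few cells collected in the well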;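 also: signal is porphyrin accumulated inside mitochondria; 100% equals median channel fluorescence of DMSO control wells; lower ratio means ABCB6 inhibition with less porphyrin fluorescence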
# MC4R antag cAMP – antagonists of human melanocortin 4 receptor (MC4R); P32245; MC4R-expressing cells, MTII-stimulated cAMP, LANCE TR-FRET; inhibition, % at 6.5 µM; 0.48% of 360,000 active;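 active = inhibition above its plate's cutoff, the mean of tested wells on that plate plus 3 SD, cut at about 29% in these data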;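 also: 0% = Melanotan II alone and 100% = Melanotan II plus saturating MCL0020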
#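 material = U2OS cells stably expressing human melanocortin 4 receptor (MC4R) | also added = Melanotan II challenge | dosing = single nominal compound dose of 6.5 µM | detection = TR-FRET with Eu-cAMP and labeled anti-cAMP, 671 nm | replication = singlicate | timing = compound 30 min, challenge 1 h, detection 1 h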
# N-glyco inh – blocks N-linked glycosylation in D54 reporter cells; 0.23% of 360,000 active; reporter increase, % at 12.5 µM; D54 ERlucT glycosylation luciferase reporter, 24 h; percent of 100 nM tunicamycin response;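 active = mean luciferase reporter signal, scaled so untreated is 0 and the glycosylation-blocking control 100, at or above a set limit in every replicate; inconclusive = mean reaches the limit but not every replicate does; inactive = mean below the limit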;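 also: luciferase carries N-glycosylation sites so blocking glycosylation raises the light; 0% = median of neutral control wells and 100% = median of 100 nM tunicamycin wells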
# m5-HT2A agonist – activates the mouse 5-HT2A serotonin receptor. AID 624169. activation, % at 7.6 µM. CHO-K1 mHTR2A beta-arrestin complementation, luminescence; percent of 30 µM serotonin response. P35363. 0.66% of 360,000 active;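 active = activation above a run cutoff, the mean activation of all tested compounds plus 3 SD, cut at about 14% in these data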;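 also: 0% = plate median of compound wells and 100% = 30 µM serotonin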
# Target sequence (P35363 whole entry, looked up): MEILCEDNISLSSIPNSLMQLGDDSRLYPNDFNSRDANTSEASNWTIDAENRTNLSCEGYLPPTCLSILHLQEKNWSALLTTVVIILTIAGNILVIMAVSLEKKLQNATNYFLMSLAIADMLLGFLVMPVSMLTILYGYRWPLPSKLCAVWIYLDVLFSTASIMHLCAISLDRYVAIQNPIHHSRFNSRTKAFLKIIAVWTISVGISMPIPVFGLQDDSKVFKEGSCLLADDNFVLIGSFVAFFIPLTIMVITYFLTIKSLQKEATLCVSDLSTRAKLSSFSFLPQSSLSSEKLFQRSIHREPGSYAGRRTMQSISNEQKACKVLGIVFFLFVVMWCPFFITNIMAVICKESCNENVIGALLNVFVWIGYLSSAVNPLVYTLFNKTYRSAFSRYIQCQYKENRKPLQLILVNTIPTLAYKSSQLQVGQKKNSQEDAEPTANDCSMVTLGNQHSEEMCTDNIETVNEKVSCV
# ABHD5 PLIN5 PPI – ABHD5-PLIN5 protein interaction inhibition | Split G. princeps luciferase complementation, luminescence, 4 h | AID 602281 | 0.78% of 360,000 active | inhibition, % at 4 µM;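 active = inhibition above the mean inhibition across every tested compound plus 3 SD, cut at about 22% in these data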;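 also: 0% = DMSO only wells and the 100% control is not disclosed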
# Exocytosis inh – blocks lytic granule exocytosis. TALL-104 LAMP-1 surface exposure, flow cytometry; cells stimulated with thapsigargin and PMA. inhibition, % at 10 µM. 0.66% of 360,000 active. AID 651702;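 active = inhibition above about 55%, limit read from the data; inconclusive = no clear call, values can overlap the other calls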
# Cardio protect – myocardial damage modulation in H9c2 cells; H9c2 cardiomyocytes, H2O2 injury protection, ATPLite, 2 h; protection from H2O2 cell death, % at 20 µM; 0.63% of 360,000 active; AID 588492;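 active = compounds giving at least 50% protection of heart cells from peroxide-induced death in the single-dose screen, raw or plate-pattern-corrected value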;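 also: 0% = DMSO wells with peroxide and 100% = DMSO wells without peroxide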
# Starred values were filed as active, the others as inactive; ? = inconclusive. Rows were taken by chance. Share with any hit: about 4.5%.
SMILES	MC4R ag barr	aDG glyco up	iPSC survival up	ABCB6 inh 2	MC4R antag cAMP	N-glyco inh	m5-HT2A agonist	ABHD5 PLIN5 PPI	Exocytosis inh	Cardio protect
CC(Sc1nc2ccc(Br)cc2[nH]1)C(=O)O (stereo not drawn)	-0.7	-0.2	0.3	97.0	4.7	2.6	-2.8	-4.7	-3.2	0.5
CC(=O)COc1ccc2c(c1C)O/C(=C\c1ccco1)C2=O	0.5	-0.1	0.1	184.0	-3.3	-7.5	3.7	21.9	2.0	-0.1
CCCCSc1nnc(CCNC(=O)OC(C)(C)C)o1	-0.3	0.1	-0.6	99.0	2.6	-0.7	-4.8	-5.0	-5.8	-1.2
COc1ccc(-c2nc3ccccn3c2C=O)cc1	-0.1	-0.1	-0.4	100.0	19.4	-5.1	1.2	1.8	1.6	-3.8
CCN1C(=O)C(=O)N(CC(=O)N(C)CC(=O)Nc2ccccc2Cl)C1=O	-1.9	0.3	-0.4	99.0	1.9	-0.2	1.8	5.1	1.1	0.0
CN(C)c1nc(N)c2nccnc2n1	-1.5	-0.2	-4.8	95.0	-0.9	1.7	1.0	1.9	-7.5	3.8
CCCOCC(O)CC(Cc1ccccc1)C(=O)NN (stereo not drawn)	1.4	-0.1	1.0	103.0	5.7	2.4	-1.7	2.3	-1.3	4.4
O=C(CN1C(=O)c2ccccc2C1=O)OCc1nc2ccsc2c(=O)[nH]1	-4.1	-0.2	-0.3	102.0	2.0	3.0	7.4	-1.9	0.3	13.9
COc1ccccc1NC(=O)CSc1nnc(-c2ccccc2)o1	-2.6	-0.1	-0.4	99.0	0.2	-9.5	-5.0	1.8	-2.0	15.3
O=C(NCC(c1ccco1)N1CCCCC1)c1ccc(S(=O)(=O)Nc2ccccc2Cl)cc1 (stereo not drawn)	-2.2	0.1	-0.2	95.0	9.3	-1.0	3.0	-7.0	-0.4	-1.2
COc1ccc(C2CC(c3ccccc3O)=NN2c2ccccc2)cc1 (stereo not drawn)	2.5	-0.1	-0.1	93.0	-3.2	-2.6	7.0	4.2	-5.9	-5.2
CC(NC(=O)c1ccco1)C(c1cccs1)N1CCOCC1 (stereo not drawn)	-0.4	-0.4	-2.9	97.0	14.7	-0.7	-4.1	-4.1	-1.0	7.1

# Sorted by number of heavy atoms (lowest first): part of the list above.
SMILES	MC4R ag barr	aDG glyco up	iPSC survival up	ABCB6 inh 2	MC4R antag cAMP	N-glyco inh	m5-HT2A agonist	ABHD5 PLIN5 PPI	Exocytosis inh	Cardio protect
CN(C)c1nc(N)c2nccnc2n1	-1.5	-0.2	-4.8	95.0	-0.9	1.7	1.0	1.9	-7.5	3.8
CC(Sc1nc2ccc(Br)cc2[nH]1)C(=O)O (stereo not drawn)	-0.7	-0.2	0.3	97.0	4.7	2.6	-2.8	-4.7	-3.2	0.5
COc1ccc(-c2nc3ccccn3c2C=O)cc1	-0.1	-0.1	-0.4	100.0	19.4	-5.1	1.2	1.8	1.6	-3.8
CCCCSc1nnc(CCNC(=O)OC(C)(C)C)o1	-0.3	0.1	-0.6	99.0	2.6	-0.7	-4.8	-5.0	-5.8	-1.2
CC(=O)COc1ccc2c(c1C)O/C(=C\c1ccco1)C2=O	0.5	-0.1	0.1	184.0	-3.3	-7.5	3.7	21.9	2.0	-0.1
O=C(CN1C(=O)c2ccccc2C1=O)OCc1nc2ccsc2c(=O)[nH]1	-4.1	-0.2	-0.3	102.0	2.0	3.0	7.4	-1.9	0.3	13.9

# Following part.
SMILES	MC4R ag barr	aDG glyco up	iPSC survival up	ABCB6 inh 2	MC4R antag cAMP	N-glyco inh	m5-HT2A agonist	ABHD5 PLIN5 PPI	Exocytosis inh	Cardio protect
Cc1ccc(Cc2nnc(SCC(=O)Nc3ccc(C)cc3C)[nH]c2=O)cc1	3.2	-0.2	-0.2	104.0	21.9	-0.7	0.3	-4.5	2.0	-0.8
O=C(CN(Cc1ccc(F)cc1)C(=O)c1csnn1)NC1CCCC1	-0.3	0.0	0.5	98.0	0.2	2.8	5.3	-0.6	13.6	-0.5
COCCNC(=O)c1ccccc1NC(=O)COc1ccccc1	-1.9	0.5	-1.2	93.0	0.2	1.2	3.1	-3.2	-1.9	7.0
CCc1ccc(-c2cc(C(F)(F)F)n3nc(C(=O)Nc4c(C)nn(Cc5ccccc5C)c4C)cc3n2)s1	4.3	0.6	-1.3	112.0	-6.8	-5.4	3.1	-7.6	2.6	-5.2
CN(CC(=O)NC(=O)NC1CCCCC1)Cc1ccccc1	2.7	0.1	-0.5	102.0	14.1	0.8	-8.7	-7.9	-8.5	-3.0
c1ccc(COc2ncnc3c2ncn3CCCNCc2cccs2)cc1	1.7	-0.1	0.1	106.0	2.5	-2.6	-3.2	-2.6	-5.4	7.4
CCn1c(C)nc2cc(S(=O)(=O)N3CCCC3)ccc21	0.2	0.6	0.1	94.0	7.1	1.2	4.7	6.7	6.0	-10.1
O=C(COc1cccc2c1CCN(Cc1ccc(Br)cc1)C2=O)NCc1ccco1	0.2	0.3	-1.6	95.0	9.1	-4.3	0.7	8.1	40.5	-2.7
Cc1cccc(NC(=O)c2n[nH]c([N+](=O)[O-])c2Br)c1C	-0.2	-0.1	-0.3	95.0	5.5	-9.4	-1.9	-0.2	5.5	-14.4
Cc1ccccc1C(=O)NNC(=O)CSc1nc(-c2ccccc2)cc(=O)[nH]1	-1.1	0.2	0.7	96.0	1.4	0.5	4.1	-2.9	2.1	-9.0
CC[C@@H]1C(c2cccc(Cl)c2)=NN(c2ccc(Br)cc2)[C@H]1C(=O)N1CCOC1=O	0.5	0.6	1.9	94.0	5.8	1.4	-6.8	-15.9	-4.2	-2.9
CN(NC(=O)/C=C/C(=O)O)c1ncc(C(F)(F)F)cc1Cl	-2.8	-0.2	0.6	96.0	-2.4	-0.3	-1.7	-4.1	?	-0.7

# Next part.
compound	MC4R ag barr	aDG glyco up	iPSC survival up	ABCB6 inh 2	MC4R antag cAMP	N-glyco inh	m5-HT2A agonist	ABHD5 PLIN5 PPI	Exocytosis inh	Cardio protect
Cc1ccc(C(=O)NCC(=O)Nc2ccc(Cl)cc2)s1	-0.9	-0.1	0.0	96.0	5.0	1.2	-0.5	-1.9	-0.3	-0.1
Cc1cc2c(cc1S(=O)(=O)N(C)c1ccccc1)n(C)c(=O)n2C	0.3	0.1	2.4	93.0	-3.1	6.3	0.8	-0.1	3.5	9.3
COc1ccc(C2(C(=O)NC3CCCCC3)CCOCC2)cc1OC	-2.1	0.2	-1.8	90.0	-0.5	1.6	1.0	-3.5	2.7	21.7
CN(C)CCNC(=O)c1cc2c(s1)-c1ccc(Cl)cc1SC2	11.5*	-0.3	-0.7	106.0	-1.1	-18.7	-11.5	13.7	-17.0	40.0
CC(=Nc1ccccc1C)C1=C(O)CSC1=O	2.7	0.1	3.9	96.0	-7.2	0.0	8.4	0.0	-0.2	4.4
COC(=O)c1sc2cc([N+](=O)[O-])cc(SCC(C)C)c2c1N	1.4	-0.2	-1.4	373.0	-0.1	1.0	3.4	0.6	0.6	-4.0
COc1ccc(OCc2nnc(NC(=O)Nc3ccc(F)cc3)s2)cc1	2.3	-0.2	-2.0	90.0	-8.5	-1.9	4.5	-5.0	-1.6	-10.4
C=CCn1c(SCC(=O)Nc2sccc2C(N)=O)nc2sc(CC)cc2c1=O	-0.1	1.0	-2.5	88.0	-9.9	5.2	-1.9	8.2	-2.8	-41.1
Cc1noc(C)c1CSCC(=O)Nc1ccccc1N1CCCC1	-2.9	0.5	-0.4	97.0	3.8	0.0	0.0	4.0	1.3	-3.6
O=C(OCCN=C1NS(=O)(=O)c2ccccc21)c1cccc([N+](=O)[O-])c1	0.2	0.0	1.7	98.0	4.7	0.8	-0.4	-1.0	7.9	-0.7
Cc1ccc(S(=O)(=O)NCCn2nc(C)nc2C)cc1	-0.9	0.1	-0.2	97.0	4.2	-0.9	1.1	7.2	-13.5	-0.5
CCOC(=O)c1c(C)n(CC(O)CN(C)C)c2cc(Br)c(OC)cc12 (stereo not drawn)	-3.4	1.1	-0.3	96.0	-7.0	1.6	-1.3	1.9	4.8	-0.8
CN(C)CCNC(=O)c1scc2c1CCCC2	-1.4	-0.1	0.4	103.0	-1.1	-0.9	-7.2	-7.9	-2.1	11.2
COc1cc(S(=O)(=O)Nc2ccccc2C(=O)N2CCCCC2)ccc1NC(C)=O	-2.2	0.1	0.0	102.0	13.3	1.3	7.8	-7.5	15.4	10.2
Cc1cc(=O)oc2cc(OCC(=O)NCCc3ccccc3)ccc12	0.7	0.1	-0.5	99.0	-3.8	0.1	1.7	3.6	-1.1	0.6
O=C(Nc1ccc(CN2CCCCC2)cc1)Nc1ccccc1Cl	-2.8	1.5	-1.0	98.0	-1.9	1.9	-5.4	-0.8	7.9	5.4
O=C(Oc1cccc(OC(=O)N2CCCCC2)c1)N1CCCCC1	-2.4	0.2	-0.3	100.0	8.3	-0.7	-1.5	-3.1	-5.3	-12.0
CC(Oc1ccccc1)c1ccnn1S(C)(=O)=O (stereo not drawn)	-1.3	0.0	4.1	103.0	-6.2	0.6	8.4	8.7	-2.6	0.6
CC(NC(=O)/C(C#N)=C/c1cn[nH]c1-c1ccccc1)c1ccccc1 (stereo not drawn)	-2.7	-0.1	1.7	94.0	16.4	-0.1	-2.2	4.9	2.3	-8.2
Fc1ccccc1-c1n[nH]c(=S)n1Cc1ccccc1	-2.2	-0.1	-0.7	95.0	1.7	-0.7	8.7	-1.5	-8.5	-3.0
O=C(NNC(=O)c1ccccc1-n1cccc1)c1ccc(F)cc1	-3.4	-0.3	3.7	100.0	11.2	1.4	-0.8	-3.9	4.2	1.0

# Reformatted with each value named: 2 of the compounds above.
> Cc1ccc(S(=O)(=O)NCCn2nc(C)nc2C)cc1
  MC4R ag barr: -0.9
  aDG glyco up: 0.1
  iPSC survival up: -0.2
  ABCB6 inh 2: 97.0
  MC4R antag cAMP: 4.2
  N-glyco inh: -0.9
  m5-HT2A agonist: 1.1
  ABHD5 PLIN5 PPI: 7.2
  Exocytosis inh: -13.5
  Cardio protect: -0.5
> CCOC(=O)c1c(C)n(CC(O)CN(C)C)c2cc(Br)c(OC)cc12 (stereo not drawn)
  MC4R ag barr: -3.4
  aDG glyco up: 1.1
  iPSC survival up: -0.3
  ABCB6 inh 2: 96.0
  MC4R antag cAMP: -7.0
  N-glyco inh: 1.6
  m5-HT2A agonist: -1.3
  ABHD5 PLIN5 PPI: 1.9
  Exocytosis inh: 4.8
  Cardio protect: -0.8

# Screening results as filed in PubChem BioAssay.
